Screens: PubChem, National Center for Advancing Translational Sciences (NCATS)
aSyn rescue – qHTS of alpha-syn Inhibitors; Yeast expressing alpha-synuclein, growth rescue, BacTiter-Glo, 24 h; Potency, µM (series often up to 46.1 µM), for the others: at the top dose growth rescue (activation), hits mostly activators; hit rate 0.14% among 370,000; also: potency is read from the fitted curve at half-maximal effect; % of control where 0% means no effect; nearly all actives have a fitted effect of over 65% in size
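Rescue of yeast growth: cells expressing toxic alpha-synuclein, induced in galactose at OD600 0.02, incubated with compound 24 h at 30 C. ATP luminescence quantified growth; inhibitors of toxicity appear as activators.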
FUS yeast rescue – qHTS for Suppressors of FUS Proteinopathy: Primary screen using FUS-linked yeast assay; S. cerevisiae FUS-expressing, growth rescue, OD600, 24 h; Potency, µM (doses to about 76.6 µM), inactives show top-dose growth rescue (activation), hits mostly activators; hit rate 0.24% among 390,000; AID 1347120, 2019;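 also: potency is read from the fitted curve at half-maximal effect; plate controls were DMSO vehicle for no effect and reference control for full effect; nearly all actives have a fitted effect of over 55% in size; some results filed as inactive show a strong effect at the top dose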
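Galactose (2%) drives FUS expression in yeast precultured in raffinose; seeding density OD 0.005. Test compounds incubated 24hr at 30C and 99% humidity before absorbance at 600 nm was measured.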
EPAC1 ag – qHTS for Agonist of cAMP-regulated guanine nucleotide exchange factor 3 (EPAC1): primary screen | EPAC1 agonist qHTS, biochemical assay; response scale: 100% = response to 6.5 mM cAMP | Potency, µM (doses to about 154 µM), for inactives: at the highest dose activation, most hits filed as activators | hit rate 0.073% among 360,000 | AID 720707, 2013; also: potency is read from the fitted curve at half-maximal effect; nearly all actives have a fitted effect of over 60% in size
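EPAC1 100 nM, Rap1B–BODIPY-GDP 250 nM, unlabeled GDP 50 uM; compound titration; 5 min RT; kinetic read ex480/em540 at 5-min intervals ×30 min; data normalized to 6.5 mM cAMP agonist control.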
PI5P4K alpha inh – qHTS for Inhibitors of phosphatidylinositol 5-phosphate 4-kinase (PI5P4K); AID 652105, 2013; max response, %; Phosphatidylinositol 5-phosphate 4-kinase type-2 alpha (Homo sapiens), P48426; hit rate 1.2% among 330,000; PI5P4Kalpha enzyme, ADP-Glo luminescence, 60 min; active compounds read low; active = max response of -50% or lower; inconclusive = between -30% and -50%; inactive = -30% or higher; also: value at the top dose of about 77 µM; % is scaled to controls: 0 for no effect and ±100 for the full control effect
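Reactions run in 0.038 M HEPES pH 7.4, 0.28 mM EGTA, 0.1% CHAPS and 5% DMSO, with PI5P4Kalpha, substrate, compound and 5 microM ATP final, one hour at room temperature. Readout is ADP-Glo luminescence.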
IL-2 act – qHTS of IL-2 Activators. IL-2 activation reporter assay, cell-based qHTS; stimulated with anti-CD3/CD4/CD28 beads; in transgenic mouse T cells. activation, % (series mostly up to about 46 µM). hit rate 0.065% among 360,000; in the data active = activation above about 50%; inconclusive = mostly about 30% to 49%; also: 0% is about no effect
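First, unstimulated transgenic mouse T cells were exposed to compound for 60 min. Next, anti-CD3/anti-CD4-coated beads with anti-CD28 were added. Finally, after 18 h at 37 degrees C, EGFP and DsRed were imaged.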
WRN inhibitor – qHTS for Inhibitors of WRN Helicase. Bifunctional 3'-5' exonuclease/ATP-dependent helicase WRN (Homo sapiens), Q14191. WRN helicase unwinding, fluorescent forked duplex, kinetic. Potency, µM (doses to about 114 µM), for the others: top-dose activity change, negative = inhibition, hits mostly inhibitors. hit rate 0.46% among 360,000; also: potency is read from the fitted curve at half-maximal effect; % is scaled to controls: 0 for no effect and ±100 for the full control effect; nearly all actives have a fitted effect of over 55% in size
Target sequence (Q14191 whole entry, looked up): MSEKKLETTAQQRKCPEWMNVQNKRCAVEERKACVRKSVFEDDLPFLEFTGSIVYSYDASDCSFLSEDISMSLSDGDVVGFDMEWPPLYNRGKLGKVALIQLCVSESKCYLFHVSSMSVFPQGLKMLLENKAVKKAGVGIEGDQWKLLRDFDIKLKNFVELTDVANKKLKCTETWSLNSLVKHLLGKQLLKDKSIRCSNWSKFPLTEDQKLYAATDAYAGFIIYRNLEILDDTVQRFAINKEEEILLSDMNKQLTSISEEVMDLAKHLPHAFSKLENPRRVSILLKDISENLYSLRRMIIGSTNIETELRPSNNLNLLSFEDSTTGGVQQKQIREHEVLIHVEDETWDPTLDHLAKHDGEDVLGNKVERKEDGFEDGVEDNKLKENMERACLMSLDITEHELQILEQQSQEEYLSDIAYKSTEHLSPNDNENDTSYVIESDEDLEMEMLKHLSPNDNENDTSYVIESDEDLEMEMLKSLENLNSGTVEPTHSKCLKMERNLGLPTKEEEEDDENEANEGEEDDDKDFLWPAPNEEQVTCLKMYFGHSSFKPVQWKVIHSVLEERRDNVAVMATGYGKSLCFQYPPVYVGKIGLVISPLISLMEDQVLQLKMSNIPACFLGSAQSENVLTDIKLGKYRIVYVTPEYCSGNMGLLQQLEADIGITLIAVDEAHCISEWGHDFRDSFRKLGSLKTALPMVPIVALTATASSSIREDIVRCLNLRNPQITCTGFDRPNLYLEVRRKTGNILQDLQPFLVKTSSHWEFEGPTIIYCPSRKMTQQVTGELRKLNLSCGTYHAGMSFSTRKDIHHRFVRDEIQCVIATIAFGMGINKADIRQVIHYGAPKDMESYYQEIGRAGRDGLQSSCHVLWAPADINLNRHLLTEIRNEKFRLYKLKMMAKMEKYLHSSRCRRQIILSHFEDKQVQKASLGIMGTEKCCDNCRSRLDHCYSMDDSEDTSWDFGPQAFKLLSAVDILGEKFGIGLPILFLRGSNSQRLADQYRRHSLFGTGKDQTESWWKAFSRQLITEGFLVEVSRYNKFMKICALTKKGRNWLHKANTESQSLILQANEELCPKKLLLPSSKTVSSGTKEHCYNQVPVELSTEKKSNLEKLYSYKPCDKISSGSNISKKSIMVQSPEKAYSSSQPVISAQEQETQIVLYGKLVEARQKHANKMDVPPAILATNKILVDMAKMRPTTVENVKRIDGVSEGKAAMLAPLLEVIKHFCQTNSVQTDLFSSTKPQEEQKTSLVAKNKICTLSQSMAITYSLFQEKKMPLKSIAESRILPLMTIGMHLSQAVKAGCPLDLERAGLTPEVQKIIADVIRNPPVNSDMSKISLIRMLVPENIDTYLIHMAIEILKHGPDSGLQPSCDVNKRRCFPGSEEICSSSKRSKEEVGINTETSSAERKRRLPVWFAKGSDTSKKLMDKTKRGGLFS
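Screening of the MLSMR collection measured strand separation of a quenched forked DNA duplex (100 nM) by 20 nM WRN with 2 mM ATP, all final. Compounds were preincubated with enzyme 15 min at room temperature.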
PLK1 PBD inh – qHTS for Inhibitors of PLK1-PDB (polo-like kinase 1 - polo-box domain): Primary Screen | Potency, µM, without a hit: max response, negative = inhibition, usual class: inhibitors | hit rate 2.8% among 360,000 | Plk1 PBD binding of FITC phosphopeptide, fluorescence polarization; also: potency is read from the fitted curve at half-maximal effect; series mostly up to about 57 µM; % is scaled to controls: 0 for no effect and ±100 for the full control effect; nearly all actives have a fitted effect of over 65% in size
Abeta yeast res – qHTS for compounds that reverse cellular toxicity of Amyloid beta (A-beta) peptide in yeast: Primary Screen; Potency, µM (doses to about 46.1 µM), for inactives: at the highest dose growth rescue, hits mostly activators; AID 1347071, 2019; hit rate 0.063% among 410,000; yeast expressing A-beta42, growth rescue, OD600, 48 h; response scale: 0% DMSO, 100% iron-clioquinol control; also: potency is read from the fitted curve at half-maximal effect; nearly all actives have a fitted effect of over 55% in size
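Yeast growth medium received pinned compounds, then yeast cells expressing toxic A-beta were added; plates incubated at 30 C for 48 hr. Growth read as absorbance at 600 nm, normalized to DMSO and equimolar FeCl3 plus clioquinol controls.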
EPAC1 antag – qHTS for Antagonist of cAMP-regulated guanine nucleotide exchange factor 3 (EPAC1): primary screen | hit rate 0.14% among 360,000 | EPAC1 GEF assay, Rap1b-BODIPY-GDP exchange fluorescence | Potency, µM (top dose mostly 115 µM), without a hit: at the highest dose activity change, negative = inhibition, actives largely listed as inhibitors | Rap guanine nucleotide exchange factor 3 (Homo sapiens), O95398;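 also: potency is read from the fitted curve at half-maximal effect; plate controls were vehicle for no effect and positive control for full effect; nearly all actives have a fitted effect of over 50% in size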
Starred values were filed as active, the others as inactive; ? = inconclusive; · = no result given; & = joins results of further samples; [ ] = remark or other dose. Unless noted, calls follow the shape of the dose curve; as a rule, active = well fitted curve in the direction sought with a large enough effect; inconclusive = small, poorly fitted or top-dose-only effect, or another doubt; inactive = no such curve, though single readings can be large; an effect the other way counts as inactive or inconclusive.

SMILES	aSyn rescue	FUS yeast rescue	EPAC1 ag	PI5P4K alpha inh	IL-2 act	WRN inhibitor	PLK1 PBD inh	Abeta yeast res	EPAC1 antag
O=C(NNC(=O)c1ccccc1Br)c1ccc2nc[nH]c2c1	-4%	11%	8%	?	-4.0	-24%	-19%	1%	-17%
Cc1cc(C(=O)CN2C(=O)C(=O)N(CC(C)C)C2=O)c(C)n1C1CC1	5%	·	10%	1	-0.3	4%	-8%	-8%	1%
CN1CCN(c2ccc(NC(=O)c3ccc(-c4ccc(Cl)cc4)o3)cc2)CC1	-2%	-1%	1%	-12	-6.1	6%	-3%	2%	-8%
COc1ccc(/C=C2\Oc3cc(OCC(=O)N4CC(O)C[C@H]4C(=O)O)ccc3C2=O)cc1OC (stereo partly specified)	0%	-2%	-23%	1	0.2	-6%	1%	-14%	1%
COC(=O)CC/C(C)=N\Nc1ccc([N+](=O)[O-])cc1[N+](=O)[O-]	12%	3%	0%	·	0.1	-2%	-4%	5%	-4%
O=C(NCc1ccco1)c1cnn2c(C(F)(F)F)cc(-c3ccco3)nc12	?	17%	0%	2	0.1	-11%	-1%	6%	-5%
O=C(NCCCN1CCOCC1)c1cc(-c2ccc(O)cc2)on1	-3%	-16%	6%	-6	-3.5	5%	-13%	7%	-3%
CCOC1OC(=O)C(Cl)=C1Nc1cc(C)ccc1C (stereo unspecified)	-7%	11%	-9%	5	2.0	-35%	-9%	-7%	-10%
CN(C)S(=O)(=O)N(CC(=O)NCCSCc1ccc(Cl)cc1)c1ccccc1	3%	34%	0%	-2	3.9	-1%	-7%	20%	-8%
CCCCN(C(=O)CSc1nnc(-c2ccccc2OC)n1C)c1c(N)n(Cc2ccccc2)c(=O)[nH]c1=O	1%	?	-5%	-6	2.3	3%	?	-28%	17%
O=C(CC1SC(N2CCCCC2)=NC1=O)Nc1cccc(C(=O)Nc2ncccc2O)c1 (stereo unspecified)	4%	8%	-5%	0	-0.4	-3%	-2%	-4%	-14%
COC(=O)c1sc(N)c(C(=O)OC)c1COC(=O)c1c(C)noc1C	-2%	27%	13%	·	0.3	-8%	-2%	12%	-10%
COc1ccc(CNc2ccc3c(c2)nc(C)n3C)cc1	-13%	?	2%	3	-2.7	-15%	-8%	-12%	13%
CS(=O)(=O)Nc1ccc(C(=O)Nc2ccc3ccccc3c2)cc1	2%	-16%	-5%	-6	0.6	-14%	-3%	4%	1%
Cn1c(-c2ccccc2)cnc1NCc1ccc(F)cc1	1%	-10%	13%	-5	0.3	-2%	0%	2%	0%
COc1ccccc1NC(=O)Nc1nc(C(N)Cc2ccccc2)cs1 (stereo unspecified)	5%	37%	-1%	1	-0.5	-6%	-2%	19%	-4%
Cc1ccccc1OCC(=O)OCC(=O)Nc1cc(C(F)(F)F)ccc1N1CCOCC1	7%	?	4%	10	0.1	-5%	-12%	8%	-10%
Cc1cccc([C@@H](NC(=O)OC(C)(C)C)C(=O)OC(C)(C)C)c1	2%	5%	-19%	0	-0.1	0%	-6%	4%	-10%
O=C(c1ccccc1Cc1ccccc1)N1CCN(S(=O)(=O)c2ccccc2[N+](=O)[O-])CC1	12%	31%	4%	7	-1.7	6%	-6%	-4%	-4%
Cc1ccc(OCC(=O)N/N=C2\CCOc3c(C)cccc32)cc1	13%	16%	4%	·	-2.0	4%	-6%	-8%	9%
CN1CC(=O)N=C1N	0%&1%	-37%&-31%	-13%&-7%	-1&1	0.6&0.3	9%&10%	-1%&-2%	-25%&-21%	11%&-5%
CCOC(=O)Cn1nnc2c(sc3nc4c(c(-c5ccccc5)c32)CCC4)c1=O	3%	-27%	1%	-4	-0.6	-3%	-7%	2%	10%
CC1Cc2ccccc2N1C(=O)CSc1nc2c(c(=O)n(C)c(=O)n2C)n1Cc1ccccc1 (stereo unspecified)	25%	?	6%	·	0.1	-6%	-6%	9%	10%
Nc1ccc(C(=O)NNC(=O)C2COc3ccccc3O2)cc1[N+](=O)[O-] (stereo unspecified)	2%	3%	9%	1	0.2	-7%	-2%	17%	-9%
CCn1cc(S(=O)(=O)c2ccc(OC)cc2)c(=O)c2cc(F)c(N3CCN(C)CC3)cc21	-9%	24%	5%	1	0.3	1%	-26%	-2%	0%

Next section.
SMILES	aSyn rescue	FUS yeast rescue	EPAC1 ag	PI5P4K alpha inh	IL-2 act	WRN inhibitor	PLK1 PBD inh	Abeta yeast res	EPAC1 antag
O=c1/c(=C\c2ccc(O)cc2)sc2nc(-c3ccccc3)c(-c3ccccc3)n12	-7%	-8%	2%	1	99*	-8%	-3%	-5%	-28%
CCOC(=O)c1ccccc1NC(=O)/C(C)=C/C(=O)O	2%	2%	-3%	6	-3.0	1%	-1%	8%	10%
O=C(Cn1nnc(-c2ccccc2)n1)NCC(=O)Nc1ccc(F)c(F)c1F	-3%	-13%	-15%	6	0.0	-6%	6%	-1%	-10%
Cc1nc(C#N)c(NCc2ccc3c(c2)OCO3)o1	-4%	-14%	-2%	-3	-1.3	2%	0%	-16%	-1%
CC(C)N(C(=O)[C@H]1CC(CC(=O)NCCCn2ccnc2)C(=O)N2CCc3c([nH]c4ccccc34)[C@]12C)C(C)C (stereo partly specified)	-7%	-1%	4%	5	-0.5	0%	-14%	2%	0%
Cn1c(CNC(=O)CNS(=O)(=O)c2ccccc2)cc(=O)n(C)c1=O	-4%	-12%	-12%	-6	-3.7	-3%	?	-2%	5%
Cc1ccccc1C(=O)Nn1cnnc1	-5%	-27%	4%	-1	-1.2	3%	7%	-14%	-4%
Cc1ccccc1NC(=O)Cc1nnc(SCC(=O)Nc2ccccc2)n1C	1%	8%	-2%	1	0.3	16%	-2%	-17%	-12%
COc1ccc(OC2CCN(S(=O)(=O)c3ccc(OC)c(OC)c3)CC2)cc1	2%	?	8%	0	-4.4	-3%	-6%	-3%	?
O=C(COC(=O)c1ccc(O)cc1)NC(=O)NCc1ccccc1	-1%	13%	20%	-10	1.7	1%	-7%	3%	-2%
CC1CCCN(S(=O)(=O)c2ccc(Br)s2)C1 (stereo unspecified)	-3%	·	-2%	-12	-0.3	-4%	-1%	2%	-14%
CCCCCCSc1ccc(-c2nc3ccc(C)cn3c2NC2CCCCC2)cc1	-8%	-2%	6%	-2	0.3	3%	3%	-2%	9%
C=CCc1cccc(/C=N/NC(=O)c2ccccc2Br)c1O	?	25%	10%	-6	0.4	-4%	-2%	?	-6%
Cc1ccc(-c2cnc(-c3ccncc3)o2)cc1	5%	16%	6%	2	-0.1	-8%	-13%	-5%	1%
CCCC(=O)Nc1sc2c(c1C(=O)Nc1ccccn1)CCCC2	9%	30%	4%	4	-1.2	-8%	-17%	-20%	-22%
O=S(=O)(Cc1ccccc1)N1CCCCCC1	-8%	18%	-5%	·	-1.6	-15%	1%	19%	4%
CCOC(=O)c1nnc(-c2ccc(C)cc2)nc1Oc1ccccc1Cl	-5%	-18%	-2%	2	-2.5	-10%	-7%	-2%[9.22 µM]	-23%
O=C(COC(=O)Cc1ccc(S(=O)(=O)N2CCCCC2)s1)Nc1ccc2c(c1)OCO2	3%&6%	21%	0%	?	1.4	-9%	-21%	0%	-16%
O=C(C1CCC1)N1CCN(S(=O)(=O)c2cc(F)ccc2F)CC1	2%	0%	4%	5	-2.3	-2%	2%	-7%	-15%
COc1ccc(/C(C)=N/NC(=O)c2ccncc2)cc1	-2%	-11%	4%	-1	0.0	4%	-2%	-5%	-25%
COc1ccc(NC(=O)c2ccc3c(c2)NC(=O)CS3)cc1S(=O)(=O)Nc1ccc(Br)cc1	-6%	42%	8%	-18	-1.8	-1%	?	18%	-10%

9 entries from above, ordered by heavy-atom count, smallest number first:
SMILES	aSyn rescue	FUS yeast rescue	EPAC1 ag	PI5P4K alpha inh	IL-2 act	WRN inhibitor	PLK1 PBD inh	Abeta yeast res	EPAC1 antag
CC1CCCN(S(=O)(=O)c2ccc(Br)s2)C1 (stereo unspecified)	-3%	·	-2%	-12	-0.3	-4%	-1%	2%	-14%
Cc1ccc(-c2cnc(-c3ccncc3)o2)cc1	5%	16%	6%	2	-0.1	-8%	-13%	-5%	1%
Cc1nc(C#N)c(NCc2ccc3c(c2)OCO3)o1	-4%	-14%	-2%	-3	-1.3	2%	0%	-16%	-1%
CCOC(=O)c1ccccc1NC(=O)/C(C)=C/C(=O)O	2%	2%	-3%	6	-3.0	1%	-1%	8%	10%
CCCC(=O)Nc1sc2c(c1C(=O)Nc1ccccn1)CCCC2	9%	30%	4%	4	-1.2	-8%	-17%	-20%	-22%
CCOC(=O)c1nnc(-c2ccc(C)cc2)nc1Oc1ccccc1Cl	-5%	-18%	-2%	2	-2.5	-10%	-7%	-2%[9.22 µM]	-23%
Cc1ccccc1NC(=O)Cc1nnc(SCC(=O)Nc2ccccc2)n1C	1%	8%	-2%	1	0.3	16%	-2%	-17%	-12%
O=c1/c(=C\c2ccc(O)cc2)sc2nc(-c3ccccc3)c(-c3ccccc3)n12	-7%	-8%	2%	1	99*	-8%	-3%	-5%	-28%
COc1ccc(NC(=O)c2ccc3c(c2)NC(=O)CS3)cc1S(=O)(=O)Nc1ccc(Br)cc1	-6%	42%	8%	-18	-1.8	-1%	?	18%	-10%
